Bioassay records (PubChem)
RXFP1 agonist = agonists of human relaxin receptor RXFP1; actives 0.3% (n = 370,000); AID 2676; HEK293T-RXFP1 cAMP TR-FRET, 30 min; response scale: percent of porcine relaxin response, buffer zero; Potency, µM (top dose mostly 57.5 µM), without a hit: top-dose activation, usual class: activators; further: potency means the concentration at half of the fitted maximal effect; on the % scale 0 is the no-effect control and ±100 the full control effect; nearly all actives have a fitted effect of over 60% in size; many of its hits are not listed in these tables
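Agonist response is measured as cAMP accumulation in an RXFP1-transfected HEK293T line under PDE4 inhibition. Values are scaled between buffer-only and 29 nM porcine relaxin, and EC50s come from standard Hill equation fits.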
Vif-APOBEC3G blk = inhibitors of Vif-APOBEC3G interaction; AID 602310; Potency, µM (doses to about 46.1 µM), for the others: at the top dose activity, negative = active, actives largely listed as inhibitors; actives 0.076% (n = 410,000); HeLa A3G-eYFP + Vif (tagged APOBEC3G with the HIV-1 protein that degrades it), YFP fluorescence, overnight; Q9HC16;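 further: potency means the concentration at half of the fitted maximal effect; on the % scale 0 is the no-effect control and ±100 the full control effect; nearly all actives have a fitted effect of over 60% in size; hits raise eYFP signal because A3G escapes Vif-driven loss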
Target sequence (Q9HC16 whole entry, looked up): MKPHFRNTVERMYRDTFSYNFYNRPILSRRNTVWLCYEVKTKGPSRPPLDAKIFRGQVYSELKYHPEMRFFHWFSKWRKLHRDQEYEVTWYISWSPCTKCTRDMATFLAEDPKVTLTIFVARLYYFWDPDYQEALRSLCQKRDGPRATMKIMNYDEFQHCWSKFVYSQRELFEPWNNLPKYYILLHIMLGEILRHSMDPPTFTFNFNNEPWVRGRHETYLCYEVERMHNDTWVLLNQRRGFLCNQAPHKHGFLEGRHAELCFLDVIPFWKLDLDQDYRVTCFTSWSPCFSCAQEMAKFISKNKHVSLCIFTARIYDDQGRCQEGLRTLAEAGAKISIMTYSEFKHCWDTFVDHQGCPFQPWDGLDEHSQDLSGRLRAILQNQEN
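Read-out is eYFP fluorescence (Ex 488/Em 500-530) from Vif-expressing HeLa A3G-eYFP cells; more signal means A3G escaped Vif-mediated degradation. Cells plated overnight, compound pinned in, incubated overnight at 37 deg C.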
TrxR1 substrate = is turned over as a substrate by rat TrxR1. Potency, µM (doses to about 114 µM), without a hit: top-dose activity change, negative = substrate turnover. purified TrxR1 substrate turnover, NADPH consumption readout. actives 0.01% (n = 390,000). AID 588456. O89049; further: potency means the concentration at half of the fitted maximal effect; on the % scale 0 is the no-effect control and ±100 the full control effect; nearly all actives have a fitted effect of over 50% in size
Target sequence (O89049 whole entry, looked up): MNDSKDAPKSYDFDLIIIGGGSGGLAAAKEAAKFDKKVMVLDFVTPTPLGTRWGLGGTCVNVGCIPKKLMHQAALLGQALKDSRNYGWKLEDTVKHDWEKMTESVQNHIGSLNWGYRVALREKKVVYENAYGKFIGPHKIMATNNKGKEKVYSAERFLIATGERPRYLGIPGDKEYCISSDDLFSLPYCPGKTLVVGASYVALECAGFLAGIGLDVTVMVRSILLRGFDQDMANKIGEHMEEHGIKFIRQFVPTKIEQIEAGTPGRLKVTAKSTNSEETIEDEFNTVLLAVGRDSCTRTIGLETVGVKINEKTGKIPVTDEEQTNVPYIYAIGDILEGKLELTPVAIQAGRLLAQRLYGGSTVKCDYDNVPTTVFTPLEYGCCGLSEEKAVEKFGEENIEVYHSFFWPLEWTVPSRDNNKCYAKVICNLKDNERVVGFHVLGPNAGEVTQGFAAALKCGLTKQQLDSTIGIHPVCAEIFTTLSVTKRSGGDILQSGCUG
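Rat TrxR1, dispensed at 90 nM, was prereduced with 400 uM NADPH (final) for 5 min at ~22 deg C, then incubated with compound 15 min before 400 uM selenite. A first-read NADPH fluorescence drop versus no-compound background flagged substrates.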
PI4K2A block = blocks human PI4K2A kinase activity. Q9BTU6. purified PI4K2A, ADP-Glo luminescence, 1 h; hits give low values. activity change, negative = inhibition, % at 76.9 µM. actives 0.13% (n = 420,000); in the data active means activity change below about -50%; inconclusive means mostly about -30% to -49%;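 further: -100% = wells without enzyme as full effect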
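Compounds are screened against recombinant PI4K2A using PI as substrate and ATP, the latter dispensed at 300 microM. Reactions run one hour at ambient temperature before ADP-Glo detection; full inhibition defined by wells lacking enzyme.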
Vif-A3F inh = Vif-A3F binding inhibition; HeLa A3F-eYFP + Vif (tagged APOBEC3F with the HIV-1 protein that degrades it), YFP fluorescence increase; Potency, µM (highest dose often 46.1 µM), for the others: at the highest dose activity, negative = active; actives 0.2% (n = 390,000); AID 602313; further: potency means the concentration at half of the fitted maximal effect; % of control where 0% means no effect; nearly all actives have a fitted effect of over 65% in size
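Fluorescence increase (Ex 488/Em 500-530) after overnight compound treatment at 37 deg C flags inhibition of Vif-driven A3F-eYFP loss in stable HeLa A3F-eYFP/Vif cells seeded overnight beforehand.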
IDH1 R132H inh = blocks human mutant IDH1 R132H enzyme | O75874 | IDH1-R132H enzyme, NADPH consumption, diaphorase/resazurin fluorescence | Potency, µM (highest dose often 76.6 µM), for the others: at the top dose activity change, negative = inhibition, actives largely listed as inhibitors | actives 0.093% (n = 390,000) | AID 602179; further: potency means the concentration at half of the fitted maximal effect; on the % scale 0 is the no-effect control and ±100 the full control effect; nearly all actives have a fitted effect of over 65% in size
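IDH1-R132H (0.5 ug/mL) preincubated 30 min with compound, then NADPH (0.016 mM) and alpha-KG (2 mM) added; 80 min at RT, pH 7.5. Remaining NADPH coupled via diaphorase/resazurin to fluorescence (540/590 nm); concentration-response curves normalized to no-enzyme control.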
LDHA block = blocks human lactate dehydrogenase A | P00338 | activity change, % (values are at about 110 or 230 µM) | actives 0.15% (n = 480,000) | purified LDHA, NADH/diaphorase-resazurin fluorescence; hits give low values; in the data active means activity change below about -30%; inconclusive means mostly about -25% to -30%;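 further: plate controls were DMSO wells for no effect and wells without enzyme for full effect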
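Human LDH5 at 2 nM final in Tris HCl pH 7.4 with 0.06 mM NADH and 0.2 mM pyruvate, reacted 5 minutes at room temperature. Remaining NADH coupled via diaphorase/resazurin; resorufin fluorescence read at 0 and 20 minutes, normalized to enzyme-free and DMSO wells.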
USP1 inh = blocks the human USP1/UAF1 deubiquitinase complex; recombinant USP1/UAF1, Ub-Rhodamine cleavage fluorescence; Potency, µM (series often up to 57.1 µM), inactives show at the top dose activity change, negative = inhibition, actives largely listed as inhibitors; actives 0.23% (n = 390,000); AID 743255; further: potency means the concentration at half of the fitted maximal effect; on the % scale 0 is the no-effect control and ±100 the full control effect; nearly all actives have a fitted effect of over 60% in size; inactives centre near -12
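USP1/UAF1 complex (1 nM) preincubated 15 min at room temperature with compound, then Ub-Rho substrate (150 nM final) added. Kinetic fluorescence at 480/540 nm over 6 reads at 60 s intervals; 50 mM HEPES pH 7.8, 0.5 mM EDTA, 0.1 mg/ml BSA, 1 mM TCEP, 0.01% Tween-20.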
Glioma ERSR ind = inducers of ER stress response in human glioma cells | Potency, µM, for the others: top-dose activation, most hits filed as activators | U87-MG GRP78 promoter luciferase reporter, 16 h | actives 0.02% (n = 420,000); further: potency means the concentration at half of the fitted maximal effect; series mostly up to about 76 µM; % of control where 0% means no effect; nearly all actives have a fitted effect of over 35% in size
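Stably transfected U87-MG glioma cells carrying a GRP78-based luciferase sensor; 16 h compound incubation. Luminescence end-point read 10 min after Bright-Glo addition at room temperature.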
Active calls of the source: *; ? = inconclusive; · = not tested or not shown; & = joins results of further samples; [ ] = another dose, or the depositor's remark. Unless noted, the call rests on the fitted dose curve; in most records, active means well fitted curve in the direction sought with a large enough effect; inconclusive means small, poorly fitted or top-dose-only effect, or another doubt; inactive means no such curve, though single readings can be large; an effect the other way counts as inactive or inconclusive.

SMILES	RXFP1 agonist	Vif-APOBEC3G blk	TrxR1 substrate	PI4K2A block	Vif-A3F inh	IDH1 R132H inh	LDHA block	USP1 inh	Glioma ERSR ind
O=c1n(-c2ccccc2)c(=O)n2n1CCCC2	-0.3%	1%	1%	-2	-8%	3%	-1	-1%	-4%
C=CCn1cc(C(=O)NCc2cccnc2)c(=O)c2cc(S(=O)(=O)N(CC)CC)ccc21	19%	0%	9%[57.1 µM]	-6	1%	0%	-13	-3%	-3%
CCc1noc(C)c1C(=O)NNC(=O)c1ccc(Br)cc1	1.1%	-1%	-5%	3	-3%	-2%	-3	-10%	-2%
COc1ccc(Cl)cc1NC(=O)COC(=O)CCCN1C(=O)c2ccccc2C1=O	1.3%	1%	-4%	3	-7%	0%	-8	-10%	-3%
N=C1c2ccccc2CN1NC(=O)COc1ccc(Cl)cc1	-0.1%	4%	0%	-2	0%	3%	-4	-5%	-5%
O=C(CNC(=O)c1ccc2ccccc2c1)NC1CCCCC1	·	-3%	-3%	0	-5%	2%	-7	-9%	6%
COc1ccccc1C(=O)N1c2ccccc2Sc2ccccc21	0.1%	-25%	-6%	3	-4%	11%	-1	-21%	-6%
COc1ccc(OCCCN2CCCC(C)C2)cc1 (centres undefined)	0.8%	1%	-7%	12	-10%	10%	-9	-15%	-1%
COCCCNC(=O)CSC1=Nc2ccccc2C2=NC(Cc3c[nH]c4ccccc34)C(=O)N12 (centres undefined)	2.0%	-1%	2%	6	-5%	2%	-3	-17%	-1%
CC1CCN(CCCn2c(SCC(=O)Nc3ccccc3Cl)nc3ccccc3c2=O)CC1	-0.2%	-2%	15%[57.1 µM]	0	-6%	25%	-5	?	-5%
Cc1ccc(S(=O)(=O)N2CCCc3cc(NC(=O)c4c(F)cccc4F)ccc32)cc1	-2.6%&0.6%	8%&-1%	0%&1%[57.1 µM]	1&3	-4%&-25%	-3%&27%	3&-6	-3%&-17%	-6%&-1%
Cc1ccc(S(=O)(=O)N2CCN(S(C)(=O)=O)C2c2ccccc2)cc1 (centres undefined)	1.9%	-1%	7%[57.1 µM]	8	7%	9%	-3	-22%	-4%
Cc1c2cnn(-c3ccccc3)c(=O)c2c(C)n1CCCC(=O)N1CCN(c2ncccn2)CC1	1.6%	-5%	12%[57.1 µM]	-2	1%	7%	5	-14%	-2%
Cn1c(N)c(C(=O)COC(=O)c2cc(C3CC3)nc3ccccc23)c(=O)n(C)c1=O	2.0%	2%	5%[57.1 µM]	1	3%	-9%	-13	-23%	-7%
CC(=O)Nc1ccc2c(c1)C(=O)c1cccc(C(=O)O)c1-2	·	0%	1%[11.4 µM]	-3	10%	1%	-1	-17%	-4%
CC(C)(C)OC(=O)N1CCC(CC2CC(c3cccc(Br)c3)=NO2)(C(=O)O)CC1 (centres undefined)	0.5%	-2%	6%	-4	-4%	19%	-7	-18%	-4%
CN(CC(=O)NC1CCCc2ccccc21)C1CCCCC1 (centres undefined)	-0.2%	6%	8%[57.1 µM]	-5	5%	0%	-5	-22%	-1%
CCn1c(SCc2ccc(Cl)c(Cl)c2)nnc1C(C)NC(=O)c1ccc(OC)cc1 (centres undefined)	1.7%	-1%	-6%	3	3%	0%	-5	3%	-1%
Cc1c(Cl)cccc1N(CC(=O)N1CCCCCC1)S(C)(=O)=O	0.2%	0%	13%	-7	-6%	9%	-1	12%	-4%
COc1ccc(OC)c(NC(=O)c2nc(-c3ccccc3)oc2C)c1	1.0%	0%	9%	0	-7%	-3%	9&2	-25%	-4%

A second format for some results above:
> CCn1c(SCc2ccc(Cl)c(Cl)c2)nnc1C(C)NC(=O)c1ccc(OC)cc1 (centres undefined)
- RXFP1 agonist = 1.7%
- Vif-APOBEC3G blk = -1%
- TrxR1 substrate = -6%
- PI4K2A block = 3
- Vif-A3F inh = 3%
- IDH1 R132H inh = 0%
- LDHA block = -5
- USP1 inh = 3%
- Glioma ERSR ind = -1%

> Cc1c2cnn(-c3ccccc3)c(=O)c2c(C)n1CCCC(=O)N1CCN(c2ncccn2)CC1
- RXFP1 agonist = 1.6%
- Vif-APOBEC3G blk = -5%
- TrxR1 substrate = 12%[57.1 µM]
- PI4K2A block = -2
- Vif-A3F inh = 1%
- IDH1 R132H inh = 7%
- LDHA block = 5
- USP1 inh = -14%
- Glioma ERSR ind = -2%

Continued.
SMILES	RXFP1 agonist	Vif-APOBEC3G blk	TrxR1 substrate	PI4K2A block	Vif-A3F inh	IDH1 R132H inh	LDHA block	USP1 inh	Glioma ERSR ind
Cc1ccc(NC(=O)Cn2cccc2)c(Br)c1	0.6%	-1%	2%[57.1 µM]	12	1%	-4%	0	-9%	0%
Cc1nc2nc(SCC(=O)Nc3ccccc3Cl)nn2c(C)c1Cc1ccccc1	1.1%	5%	-3%[57.1 µM]	0	0%	-10%	-5	-5%	0%
Cc1cccc(N(C)S(=O)(=O)c2cc3c(cc2Cl)NC(=O)CO3)c1	15%	-1%	-11%	-2	-8%	-2%	-3	-5%	-2%
O=C(COC(=O)c1ccc(Cl)cc1O)NC(=O)C1CCCCC1	?	-1%	38%[activator][57.1 µM]	5	12%	2%	-5	-11%	-2%
CC(C)N(C)Cc1nnnn1CC(=O)N(C)Cc1ccc(F)cc1	-1.0%	0%	13%	-3	0%	18%	2	-14%	-1%
O=C(COC(=O)C1CC1)NCCc1ccc(Cl)cc1	0.4%	-6%	3%[57.1 µM]	0	11%	-3%	-8	-8%	-2%
CSc1nc2ccccc2c(=O)n1Cc1ccc(F)cc1	3.5%	-11%	-13%[57.1 µM]	5	6%	3%	-3	-25%	-1%
Cc1[nH]c2ccc(C(=O)NCCN3CCCCCC3)cc2c1C	-8.0%	1%	2%	-12	14%	1%	0	-24%	-4%
Cn1[nH]cc(C=NC(N)=O)c1=O	·	1%	-9%	3	-22%	11%	-6	-7%	-2%
O=C(CN1C(=O)C2(SCC(=O)N2c2ccc(F)cc2)c2ccccc21)NC1CCCCC1 (centres undefined)	0.8%	-3%	-3%	0	-3%	-4%	-2	-31%	-4%
CN(CCOc1cccc2ccccc12)Cc1ccccc1	-0.2%	-6%	7%	-2	-16%	8%	-18	?	-2%
O=C(O)CCn1c(SCc2cccc3ccccc23)nc2ccccc21	1.4%	-7%	6%[0.457 µM]	-1	-3%	1%	-4	-12%	5%
Nc1ccccc1N1CCOCC1	0.8%	3%	-2%	-4	2%	9%	-7	-16%	-2%
Cc1cc2c(ncn2C(C)C)c(NS(=O)(=O)c2ccc(F)cc2)c1C	-0.5%	0%	7%[57.1 µM]	3	-26%	7%	-5	-15%	-2%
COc1ccc(NC(=O)c2ccco2)cc1NC(=O)c1cccs1	2.0%	5%	9%	9	-4%	13%	-5	-5%	-2%
CC(=O)C1(O)C(C)CC2C3CC(F)C4(O)CC(O)CCC4(C)C3CCC21C (centres undefined)	·	2%	6%[57.1 µM]	2	5%	-1%	-4	-7%	1%
CCOc1c(C)cc(S(=O)(=O)NCc2cccnc2)c(C)c1C	-2.7%	-5%	8%[57.1 µM]	1	-3%	1%	-12	?	-3%
Cc1nn(-c2cc(C)c3ccccc3n2)c2c1CCC2	1.3%	1%	4%[0.457 µM]	-3	-12%	10%	-2	0%	9%
CCOC(=O)C(=CNc1ccccc1N1CCOCC1)C(=O)OCC	-0.3%	-1%	2%[57.1 µM]	4	0%	5%	-3	-2%	2%
CCCC(=O)NC1=C(C#N)C2(CCCC2)Cc2ccccc21	-0.5%	-1%	-1%	2	-11%	7%	-12	-1%	-2%

Not a retest: entries from further up.
SMILES	RXFP1 agonist	Vif-APOBEC3G blk	TrxR1 substrate	PI4K2A block	Vif-A3F inh	IDH1 R132H inh	LDHA block	USP1 inh	Glioma ERSR ind
Cc1[nH]c2ccc(C(=O)NCCN3CCCCCC3)cc2c1C	-8.0%	1%	2%	-12	14%	1%	0	-24%	-4%
Cn1[nH]cc(C=NC(N)=O)c1=O	·	1%	-9%	3	-22%	11%	-6	-7%	-2%
O=C(CN1C(=O)C2(SCC(=O)N2c2ccc(F)cc2)c2ccccc21)NC1CCCCC1 (centres undefined)	0.8%	-3%	-3%	0	-3%	-4%	-2	-31%	-4%

The list goes on.
SMILES	RXFP1 agonist	Vif-APOBEC3G blk	TrxR1 substrate	PI4K2A block	Vif-A3F inh	IDH1 R132H inh	LDHA block	USP1 inh	Glioma ERSR ind
COc1cccc(CNCc2ccc(C(=O)O)cc2)c1OC	-0.1%	1%	-1%	-2	-12%	-11%	-9	-14%	-3%
NC(=O)c1ccccc1N/C=C/C(=O)c1ccco1	-2.3%	-5%	1%	9	-3%	1%	3	-19%	-9%
O=C(NCCc1ccccc1)c1ccc2c(c1)CCN2S(=O)(=O)c1ccc(Cl)cc1	-3.8%	-1%	-9%	6	0%	-4%	4	-19%	-3%
COC(=O)[C@@]1(C)[C@H]2C(=O)N(Cc3ccccc3)C(=O)[C@H]2[C@H]2CN=C(SC)N21	·	0%	4%	-5	-10%	-1%	-8	-3%	1%

Some of the compounds tested; the hit share may differ from the screen's.
